TRPV1 agonist – HTS Assay for Compounds that Act as Agonists of the Vanilloid Receptor 1 | Transient receptor potential cation channel subfamily V member 1 (Homo sapiens), Q8NER1 | TRPV1-expressing cells, Fluo-8 calcium influx, agonist mode | activation, % at 8.33 µM | 320,000 compounds, 0.19% hits; in the data active = activation above about 80%; inconclusive = between about 30% and that limit; note: 0% is about no effect
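Cells expressing TRPV1 were dye-loaded with Fluo-8 and read kinetically: 10 s baseline, 3 min after compound (agonist portion), then 2 min after EC20 capsaicin (allosteric enhancer portion). Calcium-bound dye fluorescence at 480/520 nm.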
KCNH2 3.1 block – qHTS for Inhibitors of KCHN2 3.1: Mutant qHTS; Potassium voltage-gated channel subfamily H member 2, brain isoform KCNH2 3.1 (human); U2OS KCNH2 3.1, thallium flux FluxOr; active compounds read low; activity change, % (tested at about 1.8 µM); 340,000 compounds, 0.95% hits; AID 720553, 2013;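 active = maximum activity change below -70%; inconclusive = maximum activity change from -70% to -50%; inactive = maximum activity change above -50%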;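 note: thallium influx rate constant from kinetic fluorescence after stimulation buffer; % is set by controls: 0 for no effect and ±100 for the full control effect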
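Kinetic fluorescence (2 min after stimulation buffer) measures Tl+ influx through KCNH2 3.1 expressed by viral transduction in U2OS cells; the rate constant is normalized against DMSO controls serving as positive and negative references.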
Giardia kill – Small Molecules that selectively kill Giardia lamblia: qHTS | Giardia lamblia trophozoite viability | activity change, % at 7.66 µM, hits read low | AID 540267, 2011 | 340,000 compounds, 0.15% hits; in the data active = activity change below about -80%; inconclusive = between about -30% and that limit;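 note: parasites exposed to compound for two days anaerobically before the ATP read; % is set by controls: 0 for no effect and ±100 for the full control effect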
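Giardia lamblia trophozoites (100 cells/well) were incubated with compounds for 48 h at 37 deg C under anaerobic conditions. Viability was read as ATP content by one-step luminescence after 15-30 min at room temperature.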
GALK inh – qHTS Assay for Inhibitors of Human Galactokinase (GALK). Potency, µM (titrated, usually from 57.5 µM), for the others: at the highest dose activity change, negative = inhibition, usual class: inhibitors. Purified GALK, Kinase-Glo residual ATP luminescence. AID 1868, 2009. 270,000 compounds, 0.007% hits; note: potency is the fitted concentration of half-maximal effect; % is set by controls: 0 for no effect and ±100 for the full control effect
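Kinase-Glo Plus luminescence measured ATP left after a 1 h room-temperature reaction. The reaction used 5 nM GALK, 100 uM galactose and 35 uM ATP at pH 8.0 (20 mM HEPES, 5 mM MgCl2, 60 mM NaCl, 1 mM DTT, 0.01% BSA).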
Menin-MLL TR inh – qHTS Assay for Inhibitors Targeting the Menin-MLL Interaction in MLL Related Leukemias: Competition With Texas Red Labeled MLL-derived Mutant Peptide; 270,000 compounds, 0.23% hits; AID 1768, 2009; Potency, µM (top dose mostly 61.6 µM), for the others: at the highest dose FP activity change, negative = inhibition, most hits filed as inhibitors; O00255; Menin + Texas Red MLL mutant peptide, fluorescence polarization; active = well fitted inhibition curve with a large enough effect in the polarisation, with a control signal flat, not every such curve was filed as active; inconclusive = small, poorly fitted or top-dose-only effect, or effect the other way, or a change in a side signal; inactive = no such curve, though single readings can be large or run the other way; the % refers to the polarisation; note: potency is the fitted concentration of half-maximal effect; % of control where 0% means no effect; many of its hits are not listed in these tables
B2AR arrestin – qHTS assay of beta-arrestin-biased ligands of beta2-adrenergic receptor; Potency, µM (series often up to 46.1 µM), without a hit: at the highest dose activation, most hits filed as activators; 330,000 compounds, 0.02% hits; beta-arrestin recruitment to beta2AR, cell-based reporter;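 note: potency is the fitted concentration of half-maximal effect; 0% = DMSO controls and full agonism = EC100 isoproterenol or metaproterenol; nearly all actives have a fitted effect of over 65% in size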
hERG WT inh – qHTS for Inhibitors of KCHN2 3.1: Wildtype qHTS | Voltage-gated inwardly rectifying potassium channel KCNH2 (Homo sapiens), Q12809 | 340,000 compounds, 0.37% hits | U2OS, BacMam KCNH2, thallium flux FluxOr; active compounds read low | AID 720551, 2013 | activity change, % at 1.84 µM;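 active = maximum activity change below -70%; inconclusive = maximum activity change between -70% and -50%; inactive = maximum activity change above -50%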; note: % is set by controls: 0 for no effect and ±100 for the full control effect
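U2OS cells were transduced with wild-type KCNH2 virus (2.03 x 10^8 / mL) for 4 h at room temperature, then cultured overnight at 37 C. Thallium flux was read with FluxOr dye. Rate constants were normalized to DMSO controls.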
PKM2 act – qHTS Assay for Activators of Human Muscle isoform 2 Pyruvate Kinase; purified PKM2, Kinase-Glo ATP luminescence, activation; response scale: 0% is enzyme alone, no compound; 260,000 compounds, 0.34% hits; Potency, µM (series often up to 57.5 µM), for the others: at the top dose activation, usual class: activators; AID 1631, 2009; Pyruvate kinase PKM (Homo sapiens), P14618; note: potency is the fitted concentration of half-maximal effect; % is set by controls: 0 for no effect and ±100 for the full control effect; nearly all actives have a fitted effect of over 55% in size
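hPK-M2, >95% pure; 0.1 mM ADP / 0.5 mM PEP final; imidazole pH7.2 buffer w/ 7 mM MgCl2, 50 mM KCl; 1 h RT; Kinase-Glo lum. Intermediate enzyme activity for dual inhibitor/activator qHTS.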
USP2a block – qHTS Assay for Inhibitors of Ubiquitin-specific Protease USP2a Using CHOP2 as the Reporter | Potency, µM (highest dose often 38.3 µM), for the others: at the highest dose activity change, negative = inhibition, hits mostly inhibitors | Ubiquitin carboxyl-terminal hydrolase 2 (Homo sapiens), O75604 | USP2 core, Ub-CHOP2 coupled fluorogenic reporter, 485/531 | 330,000 compounds, 0.01% hits;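 note: potency is the fitted concentration of half-maximal effect; plate controls were DMSO wells for no effect and full inhibition by NEM control for full effect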
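Cell-free coupled assay: 10nM USP2 core preincubated 30min RT with compound in Tris-HCl pH 8.0/CaCl2/CHAPS buffer, then 25nM Ub-CHOP2 and 25nM reporter substrate; fluorescence (Ex 485/Em 531) read after 60min RT, normalized to NEM inhibition, concentration-response curves fitted.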
MLL CXXC-DNA inh – qHTS Fluorescence Polarization Assay for Inhibitors of MLL CXXC domain - DNA interaction; MLL-CXXC / FITC-HOXA9 DNA fluorescence polarization; Potency, µM (titrated, usually from 115 µM), for the others: at the top dose activity change, negative = inhibition, most hits filed as inhibitors; 290,000 compounds, 0.037% hits; active = well fitted inhibition curve with a large enough effect in the polarisation, with a control signal flat, not every such curve was filed as active; inconclusive = small, poorly fitted or top-dose-only effect, or effect the other way, or a change in a side signal; inactive = no such curve, though single readings can be large or run the other way; the % refers to the polarisation; note: potency is the fitted concentration of half-maximal effect
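Fluorescence polarization: 7 uM MLL-CXXC (stock) preincubated 5 min with compounds, then 50 nM fluorescein-HOX-A9 DNA (stock) added; 30 min ambient. Buffer 50 mM Tris-HCl pH 7.5, 50 mM NaCl, 1 mM DTT, 0.05% BSA.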
Coupling enz – qHTS Assay for Inhibitors of Fructose-1,6-bisphosphate Aldolase from Giardia Lamblia: Coupling assay counterscreen | coupling enzyme system counterscreen, AmpLite Red fluorescence | activity change, negative = inhibition, % at 58.2 µM, hits read low | 290,000 compounds, 0.67% hits; in the data active = activity change below about -30%; note: % is set by controls: 0 for no effect and ±100 for the full control effect
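Coupling enzymes only (glyceraldehyde-3-phosphate) + compound, at 57.5 uM final, 10 min RT; add substrate/coupling/AmpLite Red mix, 20 min RT; fluorescence ex 525/em 598 nm. Actives flag coupling-system interference.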
Starred values were filed as active, the others as inactive; ? = inconclusive; nt = no result given; & = joins results of further samples; [ ] = remark or other dose. Unless noted, calls come from the whole dose curve; as a rule, active = well fitted curve in the direction sought with a large enough effect; inconclusive = small, poorly fitted or top-dose-only effect, or another doubt; inactive = no such curve, though single readings can be large; an effect the other way counts as inactive or inconclusive.

SMILES	TRPV1 agonist	KCNH2 3.1 block	Giardia kill	GALK inh	Menin-MLL TR inh	B2AR arrestin	hERG WT inh	PKM2 act	USP2a block	MLL CXXC-DNA inh	Coupling enz
CC(C(=O)NCCc1ccccc1)N1c2cccc3cccc(c23)S1(=O)=O (stereo unspecified)	3.9	-16.0	-6.8	4.9%	nt	-0.5%	-6.2	-0.8%	-0.5%	-7.7%	nt
CCCn1c(O)c(C=Nc2ccccc2)sc1=S	21.2	-3.3	9.3	-0.9%	?	-0.1%	5.0	2.5%	-1.3%	-1.5%	-11.3
Cc1cc(C)c(NC(=O)CCCn2c(=O)oc3ccccc32)c(C)c1	-0.2	8.8	26.9	nt	nt	0.1%	-0.1	nt	-0.5%	nt	nt
Cn1nc(C(=O)Nc2ccc(Cl)c(S(=O)(=O)N3CCOCC3)c2)c2ccccc2c1=O	-1.4	19.9	-4.2	nt	nt	-0.8%	4.9	nt	0.5%	nt	nt
Cc1ccc(C(c2nnnn2CC2CCCO2)N2CCN(C(=O)c3ccco3)CC2)cc1 (stereo unspecified)	6.1	-11.8	2.5	0.3%	-16.0%	-0.2%	-11.7	-9.7%	0.5%	-13.5%	-1.3
O=C(Nc1ccc2c(c1)OCO2)c1ccc(Cl)nc1	22.6	8.8	-22.9	-0.9%	-2.2%	-1.1%	-12.6	-4.2%	-10.2%	-5.3%	1.5
CC1(C)CC2(CCCN(CC(O)(c3ccccc3)c3ccccc3)C2)CCO1 (stereo unspecified)	13.0	-5.1	-15.5	2.4%	nt	-0.3%	-1.7	-1.1%	-0.1%	-0.8%	-0.1
O=C(CCNC(=O)c1ccccc1)OCN1C(=O)c2ccccc2C1=O	-3.5	-73.2*	-13.2	-1.2%	-5.0%	0.1%	-1.4	-0.8%	0.6%	16.5%	nt
O=C1/C(=C/c2cccs2)SC(=S)N1c1ccccc1	0.0	3.3	-4.2	2.8%	?	-0.2%	-6.0	-7.4%	2.4%	1.3%	-2.1
Cn1cc(C2=C(c3ccc(Cl)cc3Cl)C(=O)NC2=O)c2ccccc21	?	-22.2	-25.5&8.6	nt	?	0.1%	-13.7	-22.4%	3.7%	?	-10.2&-3.1
COc1cccc(CNc2nc3ccc(C)cc3n3cnnc23)c1	?	4.3	-26.1	-3.2%	nt	-0.4%	-3.1	0.2%	0.8%	4.1%	-1.3
COc1ccc(CN2CSC(=S)N(Cc3ccccc3)C2)cc1	8.7	2.1	13.3	9.4%	25.6%	?	-2.5	nt	1.5%	13.5%	-1.6
COc1cc(OC)c(OC)cc1CNC(=O)c1cc(S(=O)(=O)N2CCOCC2)ccc1F	2.6	22.2	-4.3	nt	nt	0.3%	-0.8	nt	-0.1%	nt	nt
Cc1[nH]c2ccccc2c1C(=O)C(C)OC(=O)c1ccc([N+](=O)[O-])o1 (stereo unspecified)	-3.9	1.1	?	-0.2%	?	0.5%	-2.4	17.0%	2.5%	5.4%	-6.9
Cc1ccccc1S(=O)(=O)Nc1cccnc1	1.4	-0.8	-3.5	-2.5%	2.5%	-0.5%	-3.6	1.1%	0.4%	-5.7%	0.6
Cn1cc(C=O)c2ccccc21	1.0	11.9	-18.6	-1.1%	-7.5%	-1.6%	28.4	-5.2%	-1.1%	-0.6%	-2.7
COc1ccc(Cl)cc1S(=O)(=O)N1CCCC1=O	0.6	-2.1	-6.2	0.2%	-3.0%	0.1%	2.0	-0.4%	-0.8%	17.2%	-2.3
Cc1ccc(CNC(=O)CN2C(=O)NC(C)(c3cccc(Br)c3)C2=O)cc1 (stereo unspecified)	16.9	-2.7	-5.7	-3.2%	13.1%	0.4%	-4.5	nt	1.8%	26.8%	-2.5
COc1cccc(CC(NC(C)=O)C(=O)NC2CCN(c3c(Cc4ccccc4)c(C)nc4ncnn34)CC2)c1 (stereo unspecified)	-2.3	-22.6	0.5	nt	-1.5%	-0.3%	7.9	-2.1%	1.1%	-5.9%	2.7
O=[N+]([O-])c1cc(/C=N/N2CCCCC2)ccc1Cl	4.1	-0.7	-12.0	-0.4%	9.4%	-0.3%	-2.0	0.3%	-0.8%	-5.4%	2.4
CC(C)c1c(C(=O)N/N=C/c2ccc(C(F)(F)F)cc2)nnn1-c1nonc1N	-2.1	-12.2	16.1	3.2%	81.9%[activator]	0.0%	0.0	nt	-5.0%	4.1%	-1.9
O=C(CC1SC(N2CCCC2)=NC1=O)Nc1ccc(C(=O)NCCOc2ccccc2F)cc1 (stereo unspecified)	-1.1	-3.2	54.0[activator]	nt	nt	0.0%	3.4	nt	-0.5%	nt	nt
CCOC(=O)c1ccc(S(=O)(=O)N2CCN(c3ccccn3)CC2)cc1	0.2	4.9	-23.2	7.8%	1.5%	-0.4%	-2.4	5.5%	2.6%	-0.2%	3.6
Cc1ccc(-c2csc(NC(=O)c3cccc(N4C(=O)CCC4=O)c3)n2)o1	0.5	0.6	-27.0	-4.3%	?	-0.9%	38.6	?	-1.5%	5.8%	-0.4
O=C(NC1CCCCCC1)C1CCN(S(=O)(=O)c2cccc3cccnc23)CC1	nt	-1.1	2.9	0.9%	-1.4%[11.7 µM]	-0.6%	-1.3	-1.2%	1.3%	-4.9%	4.6
Cc1ccc(C)c(Cn2c(=O)c3c(nc4n3CCN4Cc3ccco3)n(C)c2=O)c1	?	-3.2	-24.5	-1.9%	-0.1%	0.3%	3.2	-18.3%	0.4%	-15.3%	0.9
Cc1cccc(NC(=O)CSc2nc3nc4c(cc3c(=O)n2-c2ccccc2)CCCC4)c1	5.7	-7.2	19.2	-3.7%	-7.3%	3.0%	1.8	8.7%	1.6%	23.3%	2.8
CC(C)c1ccc(OCc2nc(-c3ccccn3)no2)c(Br)c1	0.0	8.1	-7.0	-1.2%	-0.9%	0.3%	4.1	-3.0%	-0.2%	4.1%	-0.4
NC(=O)Nn1c(CCC(=O)O)ccc1-c1ccc(Br)cc1	1.3	-2.3	-23.0	-2.6%	10.3%	-0.1%	-7.5	-1.0%	-1.1%	4.6%	-0.5
Cc1noc(/C=C/c2ccco2)c1S(=O)(=O)N1CCC(C(=O)Nc2ccc(Cl)cn2)CC1	-9.4	-73.5*	-6.1	-0.1%	?	-0.3%	-2.4	-9.6%	-20.4%	6.0%	-4.0
O=C(Nc1ccc(-c2noc(-c3cccs3)n2)cc1)c1cccnc1	3.9	-1.4	15.8	-0.3%	-15.9%	2.9%	3.7	-6.0%	2.6%	-0.5%	-0.6
O=C(O)c1cccc(NN=C2c3ccccc3-c3ccccc32)c1	2.3	-25.9	0.1	0.4%	?	-1.0%	-5.6	0.6%	2.5%	5.9%	9.2
COc1ccc(-c2coc3cc(OC)cc(O)c3c2=O)cc1	16.1	3.3	-8.3	0.6%	?	-0.2%	-1.8	-0.4%	-1.0%	13.6%	nt
Cn1nnnc1SCC(=O)Nc1c(Cl)cccc1Cl	1.0	2.8	9.7	5.0%	1.5%	-0.1%	17.6	-0.6%	-0.6%	-0.9%	-13.2
O=C(C1=CC=CN2CCS(=O)(=O)N=C12)N1CCN(c2cccc(Cl)c2)CC1	3.3	4.2	-11.5	nt	nt	0.0%	-9.0	nt	0.0%	nt	nt
O=P(CCC(F)(F)F)(CCC(F)(F)F)CCC(F)(F)F	1.5	-2.5	-5.4	-1.8%	-5.0%	-0.1%	20.4	-1.0%	3.6%	-2.1%	-0.9
Cc1ccccc1CC1(CO)CCCN(C(=O)Cc2c(F)ccc(F)c2F)C1 (stereo unspecified)	12.3	-11.8	5.6	-1.8%	-29.9%	0.0%	-1.5	-3.3%	3.1%	-13.3%	2.0
CCc1cc(=O)oc2cc(C)cc(OCC(=O)NCc3ccccn3)c12	-0.1	-17.5	14.6	-1.2%	nt	0.4%	-1.7	nt	3.7%	4.6%	nt

Assay outcomes as filed in PubChem.

A portion of the library, so the mix of outcomes need not match the whole.
